# High-throughput results (PubChem)
# RGS7-Gao: RGS7-Galphao binding modulators, primary screen, biochemical, multiplexed bead flow cytometry | actives 0.35% (n = 220,000) | binding response (% of control), % at 10 µM | actives lie on both sides; in the data active means binding response below about 49% or above about 150%;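 further: fluorescent Galphao held in activated GDP-AlF4 state binding bead-coupled RGS7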
# Target sequence (P09471 whole entry, looked up): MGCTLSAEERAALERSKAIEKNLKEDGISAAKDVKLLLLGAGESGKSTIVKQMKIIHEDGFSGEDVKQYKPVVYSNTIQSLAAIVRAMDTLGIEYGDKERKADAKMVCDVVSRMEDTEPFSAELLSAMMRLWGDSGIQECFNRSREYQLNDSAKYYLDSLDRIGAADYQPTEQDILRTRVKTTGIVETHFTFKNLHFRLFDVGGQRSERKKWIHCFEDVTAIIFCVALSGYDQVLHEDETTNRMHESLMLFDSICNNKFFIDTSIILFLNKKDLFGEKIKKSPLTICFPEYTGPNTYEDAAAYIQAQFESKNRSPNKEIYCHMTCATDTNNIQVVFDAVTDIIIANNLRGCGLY
# ABCB1 inh: ABCB1 efflux pump inhibitors, primary screen, cell-based, multiplex, flow cytometry, ABCG2 counter-screen; ATP-dependent translocase ABCB1 (Homo sapiens), P08183; CCRF-Adr cells, JC-1 efflux; inhibition, % at 6.6 µM; actives 0.067% (n = 190,000); in the data active means inhibition above about 40%;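 further: 0% = vehicle and 100% = reference inhibitor; higher value means more JC-1 retained so stronger ABCB1 efflux block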
# Bim-Bcl-2: inhibitors of Bim-Bcl-2 binding, primary screen, biochemical, multiplexed, human Bcl-2 family; inhibition, % at 10 µM; Apoptosis regulator Bcl-2 (Homo sapiens), P10415; Bead-based flow cytometry, Bim peptide-Bcl-2 binding; actives 0.06% (n = 190,000); in the data active means inhibition above about 40%;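 further: 0% = no compound wells with probe peptide and 100% = reference peptide inhibitor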
# Bcl-XL Bim block: inhibitors of Bim-Bcl-XL binding, primary screen, biochemical, multiplexed, bead flow cytometry, human Bcl-XL | Bcl-2-like protein 1 (Homo sapiens), Q07817 | Bim peptide-Bcl-XL binding, fluorescence | inhibition, % at 10 µM | actives 0.04% (n = 190,000) | AID 1007, 2008
# Target sequence (Q07817 whole entry, looked up): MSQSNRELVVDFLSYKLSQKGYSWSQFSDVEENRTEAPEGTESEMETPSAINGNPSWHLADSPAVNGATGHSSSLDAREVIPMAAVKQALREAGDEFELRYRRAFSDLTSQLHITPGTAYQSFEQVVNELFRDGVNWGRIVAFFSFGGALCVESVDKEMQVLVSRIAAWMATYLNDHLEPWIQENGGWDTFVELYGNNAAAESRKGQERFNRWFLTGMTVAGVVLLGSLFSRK
# Bcl-B Bim block: inhibitors of Bim-Bcl-B binding, primary screen, biochemical, multiplexed, human Bcl-2 family. Bcl-2-like protein 10 (Homo sapiens), Q9HD36. bead-based flow cytometry, Bim peptide-Bcl-B binding. actives 0.073% (n = 190,000). inhibition, % at 10 µM;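 further: 0% = tracer peptide without compound and 100% = reference inhibitor peptide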
# Target sequence (Q9HD36 whole entry, looked up): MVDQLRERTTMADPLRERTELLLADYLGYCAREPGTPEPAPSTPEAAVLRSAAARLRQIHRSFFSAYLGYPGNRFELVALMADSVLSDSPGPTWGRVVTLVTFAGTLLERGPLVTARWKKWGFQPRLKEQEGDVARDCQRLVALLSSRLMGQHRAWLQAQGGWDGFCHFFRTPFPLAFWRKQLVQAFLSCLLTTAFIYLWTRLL
# RGS8-Gao reg: RGS8-Galphao binding modulators, primary screen, biochemical, multiplexed bead flow cytometry; response (percent of control binding), % at 10 µM; Guanine nucleotide-binding protein G(o) subunit alpha (Homo sapiens), P09471; actives lie on both sides; actives 0.34% (n = 220,000); in the data active means response below about 60% or above about 140%; inactive means in between;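 further: Galphao activated as the GDP aluminium fluoride complex binding bead-coupled RGS8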
# RGS4-Gao reg: modulators of RGS4 binding to Galphao, primary screen, biochemical, multiplexed bead flow cytometry; binding response (% of control), % at 10 µM; actives lie on both sides; Guanine nucleotide-binding protein G(o) subunit alpha (Homo sapiens), P09471; actives 0.33% (n = 220,000); in the data active means binding response below about 49% or above about 150%; inactive means in between;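 further: fluorescent Galphao activated with aluminum fluoride binding bead-coupled RGS4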
# Bim-Bcl-W: inhibitors of Bim binding to Bcl-W, primary screen, biochemical, multiplexed, bead-based flow cytometry; Bim peptide-Bcl-W binding; Bcl-2-like protein 2 (Homo sapiens), Q92843; actives 0.02% (n = 190,000); inhibition, % at 10 µM;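 further: 0% = bound tracer without compound and 100% = peptide blocker; higher means less fluorescent Bim peptide bound to Bcl-W beads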
# Target sequence (Q92843 whole entry, looked up): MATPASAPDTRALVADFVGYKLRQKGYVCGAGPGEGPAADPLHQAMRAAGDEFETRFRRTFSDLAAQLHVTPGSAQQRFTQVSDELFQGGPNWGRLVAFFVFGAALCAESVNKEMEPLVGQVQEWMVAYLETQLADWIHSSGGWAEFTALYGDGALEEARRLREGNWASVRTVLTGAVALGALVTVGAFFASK
# GSH fluor: compound fluorescence on glutathione beads, profiling panel, artefact control, biophysical, 488/530 nm, flow cytometry; GSH beads flow cytometry, compound fluorescence 488/530 nm; active compounds read high; fluorescence (KMESF) at 10 µM; actives 0.25% (n = 190,000); in the data active means fluorescence above about 89;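 further: glutathione beads carrying GST-tagged Bcl family fusion proteins plus one bare bead set; values are compound well signal with DMSO vehicle wells as background; inactives centre near 16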
# ABCG2 block: ABCG2 efflux pump inhibitors, primary screen, multiplex with ABCB1, IgMXP3 cells, flow cytometry | Broad substrate specificity ATP-binding cassette transporter ABCG2 (Homo sapiens), Q9UNQ0 | JC-1 efflux | inhibition, % at 6.6 µM | actives 0.1% (n = 190,000) | AID 1325, 2008;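 active means inhibition above 80%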;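 further: 0% = DMSO and 100% = nicardipine control wells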
#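 Read-out basis: Efflux inhibition in percent versus controls | Test system: ABCG2 IgMXP3 and barcoded ABCB1 CCRF-Adr cell mix | Quantity: 3 million cells/mL in well | Schedule: 10 min at 25 °C | Control set: Nicardipine as high control, DMSO as low control | Reagent: JC-1 as fluorescent efflux pump substrate | Signal: Flow cytometry of retained JC-1 fluorescence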
# Bfl-1 Bim block: inhibitors of Bim binding to Bfl-1, primary screen, biochemical, multiplexed, bead-based flow cytometry; Bim-Bfl-1 binding inhibition; actives 0.12% (n = 190,000); inhibition, % at 10 µM;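 further: 0% = wells without compound plus tracer and 100% = blocker peptide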
# The depositor's hits bear a star. Unless noted, no stated cut-off is given here; in the data, active means inhibition above about 40%.
SMILES	RGS7-Gao	ABCB1 inh	Bim-Bcl-2	Bcl-XL Bim block	Bcl-B Bim block	RGS8-Gao reg	RGS4-Gao reg	Bim-Bcl-W	GSH fluor	ABCG2 block	Bfl-1 Bim block
COc1ccccc1-n1c(CNC(=O)c2ccco2)nnc1SCC(=O)Nc1cc(C)ccc1C	97	0.1	-3	-3	-3	94	95	-3	16	0	-2
Cc1ccc(N(Cc2ccc(C(=O)Nc3c(C)n(C)n(-c4ccccc4)c3=O)cc2)S(C)(=O)=O)cc1C	102	0.7	0	-3	-7	101	102	-1	11	8	-5
O=C(CSc1nnc2scc(-c3ccccc3)n12)Nc1nsc(-c2ccccc2)n1	108	1.5	-2	-2	-4	108	99	-2	17	4	-1
CCOC(=O)C1CN(S(=O)(=O)c2ccc(C)cc2)c2cc(S(=O)(=O)CC)ccc2O1 (stereo not drawn)	102	2.8	-3	-4	-8	99	100	-1	23	2	-14
CCOc1cc(/C=N/NC(=O)c2cc(C)[nH]n2)ccc1OC(=O)c1ccc([N+](=O)[O-])cc1	96	-0.3	1	4	2	104	98	0	16	0	1
COC(=O)CC1C(=O)NCCN1C(=O)c1ccccc1 (stereo not drawn)	97	0.0	-3	-1	0	101	99	0	16	0	-3
COC(=O)c1cc(NC(=O)c2ccc([N+](=O)[O-])cc2)c(=O)oc1C	96	2.0	-5	1	-1	100	102	0	10	12	-2
Cn1cccc1-c1nc2ccccc2n1C	105	0.3	0	0	0	103	104	2	10	3	-2
Cc1cc(C)nc(N(C#N)CC(=O)c2ccccc2)n1	103	1.3	-5	-13	-3	94	98	-4	45	4	-2
CC(=O)NC(=O)COC(=O)/C=C/c1c(C)nn(Cc2c(Cl)cccc2Cl)c1Cl	99	1.9	-13	-9	-10	98	100	-2	23	35	-17
C=CCc1c(OC)ccc2ccc(=O)oc12	97	0.1	4	0	-4	98	95	-1	16	1	0
Clc1ccc(COn2nnc3ccccc32)c(Cl)c1	104	0.2	-13	-3	-12	101	103	0	28	4	-18
COC(=O)c1ccc(N2CCN(C(C)=O)CC2)c(NC(=O)c2cccnc2)c1	98	0.7	-5	-4	-5	103	99	-5	13	2	-9
O=C(CN1CCCC1)Nc1c2c(nc3ccccc13)N(Cc1ccccc1)CC2	99	1.6	-2	-1	-3	99	102	-2	18	0	-1
Cn1c(=O)c2c(nc(CN3CCN(C(=O)c4ccco4)CC3)n2CCc2ccccc2)n(C)c1=O	99	3.3	-10	-7	-6	103	101	0	22	22	-20
C=CCn1c(SCC(=O)c2c(N)n(C)c(=O)n(C)c2=O)nnc1-c1ccccc1F	101	0.2	-3	-5	-5	102	105	-2	26	1	-9
CN(CCCCCCCCC(=O)/C=N/O)Cc1ccccc1	85	0.7	-1	0	0	89	84	-1	11	1	-3
C(=N\c1nc2ccccc2n1CCN1CCOCC1)/c1cccs1	101	0.1	0	11	-3	118	104	-4	61	1	0
COC(=O)CSc1nc2c(c(-c3ccco3)c1C#N)CCCC2	104	0.2	-7	-7	-13	98	100	-1	29	51	-12
CCn1c(Cc2ccccc2)nnc1SCC(=O)Nc1ccc(N)cc1	102	0.3	-4	-3	-7	103	98	-5	4	2	-7
Cn1nnc(NCc2cc(Br)ccc2OCc2ccccc2F)n1	103	1.6	-2	2	0	102	102	-2	11	8	0
CC1=CC=CN2C1=NC(=O)CC2(C)C(=O)N(CC(=O)NC1CCCC1)c1ccccc1C (stereo not drawn)	104	0.5	-1	0	-2	103	104	-1	20	0	-5
CCN(CC)S(=O)(=O)c1cccc(-c2n[nH]c(=S)n2/N=C/c2ccc(C(=O)OC)cc2)c1	133	-2.4	-8	-5	-5	124	108	0	10	-21	-11
Brc1ccc2nc(N3CCCC3)sc2c1	82	-0.6	0	3	-1	88	89	1	20	0	0
O=C(CNC(=S)N(Cc1ccccc1)Cc1cccnc1)NC1CCCC1	113	0.8	1	4	0	116	112	-1	25	-8	0

# The results go on:
compound | RGS7-Gao | ABCB1 inh | Bim-Bcl-2 | Bcl-XL Bim block | Bcl-B Bim block | RGS8-Gao reg | RGS4-Gao reg | Bim-Bcl-W | GSH fluor | ABCG2 block | Bfl-1 Bim block
COCCNC(=S)Nc1cccc2cnccc12 | 101 | 0.5 | 0 | -5 | 0 | 90 | 78 | -5 | 11 | 1 | -1
CCOC(=O)C1=C(c2ccccc2)NC(SC)=C(C#N)C1c1ccco1 (stereo not drawn) | 104 | 4.1 | -13 | -6 | -9 | 103 | 100 | 0 | 24 | 32 | -8
CCOc1ccc(C(=O)C(CN2CCOCC2)c2ccccc2)cc1 (stereo not drawn) | 101 | 1.3 | 0 | -3 | -3 | 99 | 101 | -1 | 24 | 3 | -2
CN1CCc2[nH]c3ccc(C(=O)NN)cc3c2C1 | 100 | 0.7 | 0 | -1 | 3 | 99 | 102 | 2 | 19 | 6 | 2
Cc1ccc(C)c(S(=O)(=O)NC(Cc2c[nH]c3ccccc23)C(=O)O)c1 (stereo not drawn) | 98 | 0.0 | -2 | -2 | -3 | 101 | 99 | -1 | 14 | 2 | -9
COc1ccc(-c2[nH]ncc2CNC(C)c2cn(C)nc2C)c(F)c1 (stereo not drawn) | 97 | 0.7 | -6 | -3 | -2 | 96 | 99 | -2 | 16 | 3 | -5
COc1ccccc1N1CCN(C(=O)c2ccccc2NC(=O)C2CCCCC2C(=O)O)CC1 (stereo not drawn) | 102 | 2.5 | -1 | -6 | -7 | 96 | 100 | -4 | 20 | 11 | -2
CN(C(=O)COC(=O)c1sc2ccccc2c1Cl)C1CCCCC1 | 100 | 1.9 | -2 | -5 | -8 | 102 | 104 | -1 | 12 | 13 | -1
O=C(Nn1cnnc1)c1cc2c(s1)CCCC2 | 102 | 0.1 | -8 | -3 | -10 | 99 | 105 | 0 | 32 | 0 | -9
CC1Oc2ccccc2N(CC(=O)NCc2ccccc2)C1=O (stereo not drawn) | 104 | 0.0 | -3 | -3 | -4 | 103 | 100 | -1 | 24 | 0 | -7
CC(/C=C/c1cccc([N+](=O)[O-])c1)=N/NC(=O)c1cccnc1 | 100 | 0.4 | 1 | 0 | 2 | 106 | 103 | 0 | 10 | 53 | 5
CCOC(=O)c1c2n(c3c(NCc4ccccc4)ncnc13)CCCC2 | 92 | 1.9 | -8 | -5 | -8 | 97 | 97 | 0 | 11 | 9 | -10
O=C1N/C(=N/O)S/C1=C/c1cccnc1 | 95 | 0.5 | -1 | 0 | 1 | 100 | 100 | 0 | 16 | 8 | 0
O=C(CSc1nnc(COc2ccc3c(c2)CCCC3)o1)Nc1ccc(F)cc1 | 102 | 0.8 | -12 | -4 | -6 | 103 | 103 | 2 | 10 | 5 | -12
CCn1c(CN2CCCCCC2=O)nnc1SCc1cnc(-c2ccccc2)s1 | 97 | 1.7 | -4 | -7 | -3 | 97 | 107 | -4 | 9 | 5 | -4
CCn1c(SCC(=O)Nc2ccccc2C(=O)OC)nnc1-c1ccc(N)cc1 | 102 | 0.2 | -3 | -3 | -4 | 99 | 100 | -2 | 19 | 2 | 1
Cc1cccc(C)c1N1CCN(S(=O)(=O)N(C)C)CC1 | 102 | 1.4 | -3 | -4 | -4 | 103 | 103 | -2 | 12 | 6 | -6
COC(=O)C1=C(C)NC(=S)N(C(C)=O)C1c1ccccc1 (stereo not drawn) | 104 | 1.0 | -3 | -4 | -10 | 101 | 101 | -5 | 11 | 1 | -1
COC(=O)CN(c1nc(C)cc(OC)n1)S(=O)(=O)c1ccccc1 | 102 | 0.8 | -16 | -15 | -9 | 103 | 103 | -5 | 37 | 28 | -23
O=C(C1CCCN(S(=O)(=O)c2cnc[nH]2)C1)N1CC(=O)N(CCc2ccccc2)C(=O)C1 (stereo not drawn) | 100 | 1.0 | -9 | -3 | -7 | 102 | 99 | -1 | 15 | 4 | -12

# Reprinted from the part before: seven compounds, followed by the next part.
compound | RGS7-Gao | ABCB1 inh | Bim-Bcl-2 | Bcl-XL Bim block | Bcl-B Bim block | RGS8-Gao reg | RGS4-Gao reg | Bim-Bcl-W | GSH fluor | ABCG2 block | Bfl-1 Bim block
O=C(CSc1nnc(COc2ccc3c(c2)CCCC3)o1)Nc1ccc(F)cc1 | 102 | 0.8 | -12 | -4 | -6 | 103 | 103 | 2 | 10 | 5 | -12
CCn1c(CN2CCCCCC2=O)nnc1SCc1cnc(-c2ccccc2)s1 | 97 | 1.7 | -4 | -7 | -3 | 97 | 107 | -4 | 9 | 5 | -4
CCn1c(SCC(=O)Nc2ccccc2C(=O)OC)nnc1-c1ccc(N)cc1 | 102 | 0.2 | -3 | -3 | -4 | 99 | 100 | -2 | 19 | 2 | 1
Cc1cccc(C)c1N1CCN(S(=O)(=O)N(C)C)CC1 | 102 | 1.4 | -3 | -4 | -4 | 103 | 103 | -2 | 12 | 6 | -6
COC(=O)C1=C(C)NC(=S)N(C(C)=O)C1c1ccccc1 (stereo not drawn) | 104 | 1.0 | -3 | -4 | -10 | 101 | 101 | -5 | 11 | 1 | -1
COC(=O)CN(c1nc(C)cc(OC)n1)S(=O)(=O)c1ccccc1 | 102 | 0.8 | -16 | -15 | -9 | 103 | 103 | -5 | 37 | 28 | -23
O=C(C1CCCN(S(=O)(=O)c2cnc[nH]2)C1)N1CC(=O)N(CCc2ccccc2)C(=O)C1 (stereo not drawn) | 100 | 1.0 | -9 | -3 | -7 | 102 | 99 | -1 | 15 | 4 | -12
O=C(N/C(=C/c1cccs1)C(=O)N1CCOCC1)c1ccccc1 | 96 | -0.3 | 0 | 0 | -2 | 96 | 95 | 0 | 13 | -2 | -2
O=C(CN1C(=O)CSc2cc(S(=O)(=O)N3CCCCCC3)ccc21)NCCc1ccccc1 | 94 | 9.5 | -7 | -5 | -5 | 91 | 92 | -3 | 22 | 6 | -3
O=C1NC(=S)SC1=C1CCCCCC1 | 99 | 0.2 | 0 | -1 | 0 | 100 | 95 | -1 | 8 | 1 | -1
COc1ccc(S(=O)(=O)N2CCN(Cc3c[nH]c4ccccc34)CC2)cc1 | 93 | 1.0 | 1 | 0 | 0 | 98 | 96 | -3 | 25 | 3 | -1
CCC(C)(C)n1nnnc1C(c1cccnc1)N1CCCc2ccccc21 (stereo not drawn) | 98 | 1.7 | 0 | -4 | 3 | 103 | 98 | 0 | 14 | 3 | 0
COc1ccc(CC(=O)NC(CC(=O)O)c2ccc(OC)cc2)cc1 (stereo not drawn) | 96 | 0.9 | -12 | -6 | -7 | 100 | 99 | 2 | 11 | 6 | -8
COc1ccc(/C=C/C(O)=C2/C(=O)N(C)C3(C)CC2c2ccccc2O3)cc1 (stereo not drawn) | 97 | 0.0 | -1 | -3 | 1 | 103 | 100 | 0 | 10 | 1 | -2
